Screens from PubChem.
NCI-60 one-dose screen, 48 h, at 10 µM unless noted. Numbers give growth in % (100 = growth as untreated, 0 = no growth, -100 = all killed).
PC-3 = PC-3 prostate cancer cells | 80,000 tested, 3.9% active | AID 1794754
SF-539 = SF-539 CNS cancer; 81,000 tested, 6.8% active; AID 1794752
SF-268 = SF-268 CNS cancer cells | 82,000 tested, 3.1% active | AID 1794759
786-0 = 786-0 renal cancer cells. 81,000 tested, 5.1% active
U251 = U251 CNS tumor cells. 80,000 tested, 5.4% active. AID 1794753
DU-145 = DU-145 prostate cancer. 81,000 tested, 4.2% active
UO-31 = UO-31 renal cancer | 81,000 tested, 5.2% active | AID 1794768
SF-295 = SF-295 CNS cancer cells. 79,000 tested, 5.6% active. AID 1794758
SN12C = SN12C renal cancer cells | 81,000 tested, 3.8% active
* marks the source's active call; other numbers are inactive results; . = no result given; & = joins results of further samples. Rule for the calls: active = growth percent below 10; inactive = the rest. This is a random part of the collection; 9.4% or so of the library scored in one or more.

Molecule	PC-3	SF-539	SF-268	786-0	U251	DU-145	UO-31	SF-295	SN12C
O=C(/C=C/c1ccc(C(F)(F)F)cc1)c1ccc(Nc2nc(NCCO)nc(NCCO)n2)cc1	49	29	54	30	-21*	53	44	45	66
N#CCCNN	88	108	94	104	106	113	88	100	110
CCOC(=O)c1ccccc1Cc1ccc(OC)cc1	90	108	102	93	97	.	81	93	85
CCN(CC)CCN(C(=O)C1c2ccccc2Oc2ccccc21)c1ccccc1	78	93	86	85	102	99	71	99	.
Nc1ccc(S(=O)(=O)c2ccc(NO)cc2)cc1	97	77	109	99	101	89	84	106	121
O=C(Nc1ccccc1C(=O)N/N=C/c1cc2ccccc2cn1)c1ccccc1	62	88	68	78	56	73	73	77	80
CCCCc1nc(Cl)c(C2CC(c3ccc(OC)cc3)=NN2C=O)[nH]1 (stereo unspecified)	88	101	88	95	99	103	75	93	97
CC1Sc2[nH]c(=O)sc2C2c3cc(Cl)ccc3OC(=O)C12 (stereo unspecified)	100	106	102	109	102	109	96	107	104
Clc1ccc(N/N=C/c2ccc(-n3cccn3)cc2)cc1	85	102	99	96	107	102	87	98	114
c1ccc(CNCCNCCNCc2ccccc2)cc1	99	120	108	105	98	118	82	.	103
CC/C(=C\C(=O)O)C(=O)O	122	103	97	96	100	127	99	101	100
CCCCCCCCCCCCCCCCCCOc1ccccc1CC(=O)NCC[N+]1(C)CCCCC1	8.7*	84	34	74	16	69	76	90	33
Cc1cc(-c2nc3ccccc3s2)ccc1NC(=O)COc1ccc(Cl)cc1	83	105	109	93	94	130	69	120	88
N#CCCCCCCCCC(=O)O	106	106	108	97	102	112	94	.	103
C#CCNc1ccc2c(c1)C(O)(CC#N)C(=O)N2 (stereo unspecified)	101	104	100	96	101	111	83	101	98
COc1cc2nc(SCC(=O)Nc3cc(OC)c(OC)c(OC)c3)n(-c3ccccc3)c(=O)c2cc1OC	83	83	82	92	71	98	67	89	90
CCC(CO)[N+](=O)[O-] (stereo unspecified)	95	100	106	98	97	115	101	101	99
OC(c1ccc(Cl)cc1)(c1ccc(Cl)cc1)C(F)(Cl)Cl	84	114	102	91	.	111	86	108	105
COc1cc(/C=C2\C(=O)N(c3c(Cl)cccc3Cl)c3ccccc32)cc(OC)c1OCCCn1c2ccccc2c(=O)c2ccccc21	88	97	83	95	96	92	69	94	90
COc1ccc(C2CCCCC2SCC(=O)O)cc1OC (stereo unspecified)	89	103	107	116	.	123	83	99	91

One compound at a time, from the list above. Values in the order: PC-3 | SF-539 | SF-268 | 786-0 | U251 | DU-145 | UO-31 | SF-295 | SN12C
`CCCCc1nc(Cl)c(C2CC(c3ccc(OC)cc3)=NN2C=O)[nH]1` (stereo unspecified) in the list: 88 | 101 | 88 | 95 | 99 | 103 | 75 | 93 | 97
`CCC(CO)[N+](=O)[O-]` (stereo unspecified) in the list: 95 | 100 | 106 | 98 | 97 | 115 | 101 | 101 | 99
`N#CCCNN` in the list: 88 | 108 | 94 | 104 | 106 | 113 | 88 | 100 | 110
`COc1cc(/C=C2\C(=O)N(c3c(Cl)cccc3Cl)c3ccccc32)cc(OC)c1OCCCn1c2ccccc2c(=O)c2ccccc21` in the list: 88 | 97 | 83 | 95 | 96 | 92 | 69 | 94 | 90

Continued.
Molecule	PC-3	SF-539	SF-268	786-0	U251	DU-145	UO-31	SF-295	SN12C
Cc1c(Br)cc([N+](=O)[O-])c(C)c1[N+](=O)[O-]	110	112	110	108	93	104	91	115	102
CC1=NNC(=O)C1CCO (stereo unspecified)	98	94	98	112	114	131	85	116	108
C[C@H]1[C@H](C)CC[C@]2(C(=O)NCCCNCCCCNCCCN)CC[C@]3(C)C(=CC[C@@H]4[C@@]5(C)C/C(=C/c6cccnc6)C(=O)C(C)(C)[C@@H]5CC[C@]43C)[C@H]12	72	96	84	91	82	103	81	100	88
CN1c2ccccc2Sc2c(C(=O)O)cccc21	93	96	98	89	104	103	86	96	101
N#Cc1ccc(NC(=O)COc2ccc(/C=C3\C(=O)Nc4cc(Cl)ccc43)cc2)cc1	64	81	79	97	80	68	56	94	75
Nc1ccc(Br)c2ccccc12	86	83	68	101	94	.	44	95	83
COc1ccc(C2CCN(CC(=O)Nn3c(COc4ccccc4)nc4ccccc4c3=O)CC2)cc1	86	91	98	105	98	106	90	105	92
O=C1/C(=C/c2ccccc2)CN(C(=O)c2cccnc2)C/C1=C\c1ccccc1	-18*	-4.3*	17	-54*	-24*	15	-54*	-8.6*	6.7*
Cc1ccc(N(Cc2cc(C)cc(C)c2O)Cc2cc(C)cc(C)c2O)cc1	76	98	97	93	91	96	83	103	96
CCCCC(CC)CNC(c1ccccc1)c1ccccc1 (stereo unspecified)	101	110	108	113	106	106	79	114	98
CC(=O)C1N=NCC1c1ccccc1 (stereo unspecified)	96	103	104	110	110	110	92	95	89
CC1=CCC(OC(=O)C(C)(O)CCC(O)(C(=O)OC2(C)C=CC(O)(C(C)C)CC2)C(C)C)(C(C)C)CC1 (stereo unspecified)	113	103	101	100	98	113	89	101	99
CCCCCNCC(O)Cc1ccccc1OC (stereo unspecified)	89	99	101	92	96	106	96	93	104
CS(=O)(=O)c1ccc(-n2cc(/C=C/C(=O)c3ccc(NC(=O)CO[N+](=O)[O-])cc3)c(-c3ccc(Br)cc3)n2)cc1	104	105	105	103	102	104	98	102	102
Brc1ccc(-c2ccccc2)cc1	108	100	115	99	103	108	89	.	104
CC(C)(C)C(=O)CC(=O)c1ccncc1	99	94	102	99	98	105	98	96	100
O=c1c2cc(F)ccc2sc2c(N3CCCCC3)nc3ccccc3c12	98	102	102	96	94	107	79	101	99
Nc1cc(=O)[nH]c(=S)[nH]1	102	94	105	.	102	107	95	104	98
Nc1ncc2ccc(F)cc2c1C#Cc1cncc(C(=O)NCCN2CCCCC2)c1	77	76	80	104	76	83	53	107	93
COc1cccc(CCN2C(=O)CCC3=C2CCC3=O)c1	94	98	119	98	.	114	86	98	99

Entries shown so far that contain a nitro group on carbon, in the order listed:
Molecule	PC-3	SF-539	SF-268	786-0	U251	DU-145	UO-31	SF-295	SN12C
CCC(CO)[N+](=O)[O-] (stereo unspecified)	95	100	106	98	97	115	101	101	99
Cc1c(Br)cc([N+](=O)[O-])c(C)c1[N+](=O)[O-]	110	112	110	108	93	104	91	115	102

Later entries
Screens by letter: A = PC-3; B = SF-539; C = SF-268; D = 786-0; E = U251; F = DU-145; G = UO-31; H = SF-295; I = SN12C
> COc1ccc(-c2cc3c(oc2=O)-c2ccccc2OC3O)cc1 (stereo unspecified)
  A = 95 | B = 106 | C = 100 | D = 100 | E = 94 | F = 125 | G = 113 | H = 99 | I = 140

> COc1ccc2c(c1)c(CC(=O)[Se]CC#N)c(C)n2C(=O)c1ccc(Cl)cc1
  A = 8.2* | B = 9.6* | C = 36 | D = 47 | E = 20 | F = -37* | G = -3.2* | H = -12* | I = 74

> O=[N+]([O-])c1ccc(CSCc2ccc([N+](=O)[O-])cc2)cc1
  A = 91 | B = 95 | C = 89 | D = 99 | E = 96 | F = 94 | G = 81 | H = 107 | I = 96

> CC[C@]12C=CCN3CC[C@@]4(c5ccc(OC)cc5N(C)[C@H]4[C@@](O)(C(=O)OC)[C@@H]1OC(=O)CCCN[C@@H](Cc1c[nH]c4ccccc14)C(=O)OC)[C@@H]32
  A = 62 | B = 81 | C = 73 | D = 86 | E = 83 | F = 94 | G = 50 | H = 96 | I = 80

> O=C(O)CN1C(=O)S/C(=C2\C(=O)N(CC3CCCCC3)c3ccc(-c4ccc(-c5ccccc5)cc4)cc32)C1=O
  A = 88 | B = 89 | C = 89 | D = 93 | E = 89 | F = 104 | G = 84 | H = 93 | I = 94

> COc1ccc(-c2csc(NC(=O)Nc3nc(-c4ccc(OC)cc4)cs3)n2)cc1
  A = 67 | B = 90 | C = 82 | D = 98 | E = 80 | F = 73 | G = 75 | H = 88 | I = 94

> c1ccc(CN(Cc2ccccc2)Cc2cccc3ccccc23)cc1
  A = 103 | B = 108 | C = 102 | D = . | E = 107 | F = 104 | G = 96 | H = 118 | I = 104

> c1ccc2c(c1)Oc1nccnc1-n1nc(CN3CCOCC3)cc1-2
  A = 78 | B = 99 | C = 79 | D = 98 | E = 98 | F = 95 | G = 88 | H = 115 | I = 86

> COc1nccc2c(Nc3ccc(Cl)cc3)nc(N)nc12
  A = 75 | B = 103 | C = 109 | D = 108 | E = 103 | F = 113 | G = 43 | H = . | I = 91

> CCCCCCCCCCCCCCNC(=O)Nc1ccc(Cl)c(Cl)c1
  A = 17 | B = 51 | C = 46 | D = 12 | E = 20 | F = 40 | G = 8.7* | H = 19 | I = 20

> CN1CCN(Cc2ccc(NC(=O)c3cncc(C#Cc4cnc(N)c5ccccc45)c3)cc2C(F)(F)F)CC1
  A = -53* | B = -98* | C = -61* | D = -80* | E = -99* | F = -98* | G = -90* | H = -87* | I = -91*

> C=C(C)CC/C=C\C(=O)O
  A = 122 | B = 98 | C = 100 | D = 99 | E = 99 | F = 107 | G = 87 | H = 109 | I = 103

> CC(=O)OCC1OC(n2cnc3c(=O)[nH]cnc32)C(OC(C)=O)C1OC(C)=O (stereo unspecified)
  A = 92&98 | B = 92&119 | C = 103&143 | D = 110&104 | E = 89&107 | F = 106&186 | G = 79&105 | H = 99 | I = 96&127

> CCN(c1cc(-c2ccc(CN3CCN(C(=O)CCCCCCCCCCC(=O)N[C@H](C(=O)N4C[C@H](O)C[C@@H]4C(=O)NCc4ccc(-c5scnc5C)cc4)C(C)(C)C)CC3)cc2)cc(C(=O)NCc2c(C)cc(C)[nH]c2=O)c1C)C1CCOCC1
  A = 53 | B = 81 | C = 81 | D = 84 | E = 55 | F = 82 | G = 75 | H = 92 | I = 85

> O=C1OC(=O)C2C1CC=CC2c1ccccc1 (stereo unspecified)
  A = 73 | B = 88 | C = 91 | D = 95 | E = 88 | F = 94 | G = 89 | H = 96 | I = 88

> C/C(=N/N=C(N)N)c1ccc(N)cc1
  A = 92 | B = 96 | C = 114 | D = 96 | E = 99 | F = 107 | G = 70 | H = . | I = 96

> CNc1ccc(Br)c2c1C(=O)c1ccccc1C2=O
  A = 94 | B = 103 | C = 115 | D = 97 | E = 103 | F = 121 | G = 86 | H = 110 | I = 102

> Cc1ccc(C2CC(n3nnnc3-c3ccccc3)=NN2)cc1 (stereo unspecified)
  A = 99 | B = 104 | C = 125 | D = . | E = 102 | F = 117 | G = 87 | H = 101 | I = 108

> OCCNc1oc(-c2ccccc2)nc1[P+](c1ccccc1)(c1ccccc1)c1ccccc1
  A = 11 | B = 17 | C = 5.6* | D = 21 | E = 15 | F = 17 | G = 72 | H = 21 | I = 2.4*

2 entries picked at random from those above:
Screens by letter: A = PC-3; B = SF-539; C = SF-268; D = 786-0; E = U251; F = DU-145; G = UO-31; H = SF-295; I = SN12C
> c1ccc2c(c1)Oc1nccnc1-n1nc(CN3CCOCC3)cc1-2
  A = 78 | B = 99 | C = 79 | D = 98 | E = 98 | F = 95 | G = 88 | H = 115 | I = 86

> COc1nccc2c(Nc3ccc(Cl)cc3)nc(N)nc12
  A = 75 | B = 103 | C = 109 | D = 108 | E = 103 | F = 113 | G = 43 | H = . | I = 91
